Screening results: PubChem BioAssay, several laboratories
UHRF1 binding: UHRF1 methylated DNA binding inhibitors, primary screen, counter-screen for MBD2 inhibitor project, biochemical, TR-FRET, human UHRF1, single concentration | inhibition, % at 4.4 µM | E3 ubiquitin-protein ligase UHRF1 (Homo sapiens), Q96T88 | 370,000 tested, 0.75% active | AID 687016, 2013 | UHRF1 binding to methylated oligo; in the data active means inhibition above about 21%;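 further: UHRF1 SRA domain binding a hemimethylated CpG hairpin DNA probe; 0% = median of test compound wells and 100% = reference inhibitor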
rCAG RNA binder: binders of r(CAG) RNA repeats, primary screen, biochemical, fluorescence; r(CAG) RNA repeat, TO-PRO-1 dye displacement fluorescence; inhibition, % at 3 µM; 370,000 tested, 1.3% active; AID 651821, 2012;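 active means inhibition above the plate cutoff, the mean of all test compounds on that plate plus 3 SD, cut at about 35% in these data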;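 further: 0% = DMSO alone and 100% = 100 µM mitoxantrone as full dye displacement; higher means more dye released from RNA so lower well fluorescence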
NPR2 activator: human GC-B receptor activators, primary screen, HEK293 GC-B cells, cGMP TR-FRET, EC30 CNP | Atrial natriuretic peptide receptor 2 (Homo sapiens), P20594 | 0% at EC30 CNP, 100% saturating CNP | activation, % at 10 µM | 370,000 tested, 0.11% active;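 active means activation at 10 µM reaching about 35% in either raw or pattern-adjusted values, limit read from the data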
mABHD4 FP: ABHD4 inhibitors, primary screen, biochemical, fluorescence polarization, mouse; (Lyso)-N-acylphosphatidylethanolamine lipase (Mus musculus), Q8VD66; 370,000 tested, 0.54% active; AID 720543, 2013; inhibition, % at 8.92 µM; purified mABHD4, FP-Rh probe fluorescence polarization;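 active means inhibition exceeding the mean over every tested compound plus 3 SD, cut at about 30% in these data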;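 further: 0% = plate median of compound wells and 100% = S159A mutant with DMSO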
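System: mouse ABHD4 enzyme, wild type / Medium: HEPES pH 7.0, NaCl, Pluronic buffer / Reagent: FP-Rh activity-based fluorescent probe / Control set: S159A mutant high control, sample median low control / Detection: fluorescence polarization with parallel and perpendicular emission, 525/598 nm / Schedule: 45 min + 60 min at 25 °C / Compound dosing: 8.92 µM, single dose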
HTRA1 inh: HTRA1 serine protease inhibitors, primary screen, biochemical, fluorescence polarization, HTS; 340,000 tested, 0.5% active; recombinant HTRA1, FP-rhodamine activity-based probe; inhibition, % at 5.96 µM; in the data active means inhibition above about 36%;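 further: 0% = enzyme with DMSO and 100% = wells lacking enzyme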
SIAE inh: human SIAE inhibitors, primary screen, biochemical, fluorescence polarization, FP-Rh probe, 1536-well HTS; Sialate O-acetylesterase (Homo sapiens), Q9HAT2; SIAE FP-Rh probe binding; inhibition, % at 9.66 µM; 370,000 tested, 0.69% active;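 active means inhibition above a cutoff: mean of compounds within the control limits plus 3 SD of those, cut at about 17% in these data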;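 further: 0% = plate median of compound wells and 100% = probe without SIAE protein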
Target sequence (Q9HAT2 whole entry, looked up): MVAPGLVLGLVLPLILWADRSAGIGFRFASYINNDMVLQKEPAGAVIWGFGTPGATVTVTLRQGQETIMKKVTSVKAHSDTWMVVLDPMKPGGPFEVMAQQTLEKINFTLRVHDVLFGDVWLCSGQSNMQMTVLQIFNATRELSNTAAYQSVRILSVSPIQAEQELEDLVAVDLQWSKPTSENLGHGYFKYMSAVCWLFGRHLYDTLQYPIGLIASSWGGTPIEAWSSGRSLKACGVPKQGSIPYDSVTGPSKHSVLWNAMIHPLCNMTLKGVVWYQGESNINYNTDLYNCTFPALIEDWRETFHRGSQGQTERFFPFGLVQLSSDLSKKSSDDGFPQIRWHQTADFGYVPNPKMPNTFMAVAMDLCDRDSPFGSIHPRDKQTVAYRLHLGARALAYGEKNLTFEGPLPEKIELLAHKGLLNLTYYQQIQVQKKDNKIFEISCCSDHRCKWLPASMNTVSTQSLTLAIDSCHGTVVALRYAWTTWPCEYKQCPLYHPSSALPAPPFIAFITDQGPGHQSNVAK
GC-A act: GC-A stimulated cGMP production enhancers – HEK293 GC-A cells, cGMP TR-FRET, EC30 ANP, primary screen; 0% at EC30 ANP, 100% saturating ANP; Atrial natriuretic peptide receptor 1 (Homo sapiens), P16066; 370,000 tested, 0.14% active; activation, % at 10 µM; in the data active means activation above about 40%
MBD2 inh: inhibitors of MBD2 binding to methylated DNA, primary screen, biochemical, TR-FRET, DNA-binding domain, human; 370,000 tested, 0.31% active; inhibition, % at 4.4 µM; MBD2 binding to methylated oligonucleotide; in the data active means inhibition above about 13%
PRMT1 inh: PRMT1 methyltransferase inhibitors, primary screen, biochemical, fluorescence polarization; Protein arginine N-methyltransferase 1 (Homo sapiens), Q99873; recombinant PRMT1, activity-based probe fluorescence polarization; inhibition, % at 2.79 µM; 370,000 tested, 1.3% active; AID 652257, 2013;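 active means inhibition above about 21% made by adding two undisclosed values, limit read from the data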
Target sequence (Q99873 whole entry, looked up): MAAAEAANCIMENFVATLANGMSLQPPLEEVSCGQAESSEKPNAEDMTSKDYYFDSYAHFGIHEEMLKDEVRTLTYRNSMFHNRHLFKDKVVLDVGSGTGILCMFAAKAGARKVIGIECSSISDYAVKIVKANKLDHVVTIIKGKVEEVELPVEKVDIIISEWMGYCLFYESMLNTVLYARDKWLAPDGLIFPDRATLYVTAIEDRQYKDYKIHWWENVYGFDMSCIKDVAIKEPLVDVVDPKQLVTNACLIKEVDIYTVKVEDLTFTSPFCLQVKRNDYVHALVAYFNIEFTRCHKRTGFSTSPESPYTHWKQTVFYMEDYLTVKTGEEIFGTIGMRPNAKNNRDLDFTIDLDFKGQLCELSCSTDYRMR
TCR CD3 inh: inhibitors of human TCR-CD3 interaction, primary screen, biochemical, fluorescence, TAMRA-labeled TCR probe; AID 651800, 2012; T-cell receptor (TCR); inhibition, % at 9.4 µM; 360,000 tested, 0.37% active; in the data active means inhibition above about 19%;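 further: recombinant mutant TCR 2C K166C tagged with TAMRA read by polarization; 0% = receptor in buffer alone and 100% = receptor with positive control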
Numbers without * were called inactive. This is a subset; count on the stated rates, not on these rows.

What do the screens show for `COc1ccc(CN2CCN(CCc3ccccc3)C(CCO)C2)cc1Cn1cncn1` (stereo not given)?
UHRF1 binding: -1; rCAG RNA binder: -5; NPR2 activator: 5; mABHD4 FP: -9; HTRA1 inh: -4; SIAE inh: 5; GC-A act: 5; MBD2 inh: 1; PRMT1 inh: -3; TCR CD3 inh: 10

How did COc1ccc(C(=O)C(C)OC(=O)c2cccc(S(=O)(=O)Nc3c(C)n(C)n(-c4ccccc4)c3=O)c2)cc1 (stereo not given) do in these assays?
UHRF1 binding: 2; rCAG RNA binder: 7; NPR2 activator: 5; mABHD4 FP: -10; HTRA1 inh: 3; SIAE inh: -5; GC-A act: 0; MBD2 inh: -3; PRMT1 inh: -3; TCR CD3 inh: -1

What do the screens show for `CCN(CC)S(=O)(=O)c1ccc2oc(C(=O)N3CCCCCC3)c(C)c2c1`?
UHRF1 binding: 4; rCAG RNA binder: -4; NPR2 activator: 2; mABHD4 FP: -5; HTRA1 inh: -11; SIAE inh: -5; GC-A act: 7; MBD2 inh: 9; PRMT1 inh: 2; TCR CD3 inh: -1

How did CC(=O)Nc1cccc(-c2nnc3n2CC(C)S3)c1 (stereo not given) do in these assays?
UHRF1 binding: 0; rCAG RNA binder: 1; NPR2 activator: -7; mABHD4 FP: 1; HTRA1 inh: 2; SIAE inh: -2; GC-A act: 2; MBD2 inh: 2; PRMT1 inh: 1; TCR CD3 inh: 1

How did COc1ccc(S(=O)(=O)N(C)CC(=O)N2CCC(C(N)=O)CC2)cc1 do in these assays?
UHRF1 binding: 1; rCAG RNA binder: -1; NPR2 activator: 2; mABHD4 FP: -2; HTRA1 inh: 6; SIAE inh: 5; GC-A act: -3; MBD2 inh: 5; PRMT1 inh: 0; TCR CD3 inh: 1

What do the screens show for `COc1ccc(-c2c(C#N)c(SCC(=O)c3cc4ccccc4oc3=O)nc(C)c2C(=O)Nc2ccccc2)cc1`?
UHRF1 binding: -2; rCAG RNA binder: 13; NPR2 activator: 5; mABHD4 FP: 5; HTRA1 inh: -22; SIAE inh: -6; GC-A act: 0; MBD2 inh: -7; PRMT1 inh: -3; TCR CD3 inh: 9

How did COc1ccc(-c2n[nH]c(=S)n2-c2ccc(C)cc2)cc1 do in these assays?
UHRF1 binding: -1; rCAG RNA binder: 7; NPR2 activator: -2; mABHD4 FP: -5; HTRA1 inh: 6; SIAE inh: 4; GC-A act: 0; MBD2 inh: 0; PRMT1 inh: -4; TCR CD3 inh: -1

Results for CCN(CC(=O)NCc1ccc(F)cc1)C(=O)C1CC1C (stereo not given) ?
UHRF1 binding: 0; rCAG RNA binder: -2; NPR2 activator: 0; mABHD4 FP: -1; HTRA1 inh: -4; SIAE inh: 8; GC-A act: 4; MBD2 inh: -5; PRMT1 inh: 1; TCR CD3 inh: -1

Results for COC(=O)C1(CO)NC(c2cccs2)C2C(=O)N(c3ccccc3)C(=O)C21 (stereo not given) ?
UHRF1 binding: 3; rCAG RNA binder: 6; NPR2 activator: -2; mABHD4 FP: -5; HTRA1 inh: -3; SIAE inh: -3; GC-A act: -2; MBD2 inh: -2; PRMT1 inh: -1; TCR CD3 inh: 0

Results for O=C(Nc1ccc(Br)cc1F)C1CCN(c2nnc(-n3cccc3)s2)CC1 ?
UHRF1 binding: 0; rCAG RNA binder: 3; NPR2 activator: -1; mABHD4 FP: -3; HTRA1 inh: -9; SIAE inh: -2; GC-A act: 2; MBD2 inh: 4; PRMT1 inh: 0; TCR CD3 inh: 1

Reprinted from the results shown, four compounds:
How did CC(=O)Nc1cccc(-c2nnc3n2CC(C)S3)c1 (stereo not given) do in these assays?
UHRF1 binding: 0; rCAG RNA binder: 1; NPR2 activator: -7; mABHD4 FP: 1; HTRA1 inh: 2; SIAE inh: -2; GC-A act: 2; MBD2 inh: 2; PRMT1 inh: 1; TCR CD3 inh: 1

How did COc1ccc(S(=O)(=O)N(C)CC(=O)N2CCC(C(N)=O)CC2)cc1 do in these assays?
UHRF1 binding: 1; rCAG RNA binder: -1; NPR2 activator: 2; mABHD4 FP: -2; HTRA1 inh: 6; SIAE inh: 5; GC-A act: -3; MBD2 inh: 5; PRMT1 inh: 0; TCR CD3 inh: 1

What do the screens show for `COc1ccc(-c2c(C#N)c(SCC(=O)c3cc4ccccc4oc3=O)nc(C)c2C(=O)Nc2ccccc2)cc1`?
UHRF1 binding: -2; rCAG RNA binder: 13; NPR2 activator: 5; mABHD4 FP: 5; HTRA1 inh: -22; SIAE inh: -6; GC-A act: 0; MBD2 inh: -7; PRMT1 inh: -3; TCR CD3 inh: 9

How did COc1ccc(-c2n[nH]c(=S)n2-c2ccc(C)cc2)cc1 do in these assays?
UHRF1 binding: -1; rCAG RNA binder: 7; NPR2 activator: -2; mABHD4 FP: -5; HTRA1 inh: 6; SIAE inh: 4; GC-A act: 0; MBD2 inh: 0; PRMT1 inh: -4; TCR CD3 inh: -1

Further compounds follow:
How did CC1(C)CC(=O)C(N=Nc2ccc(S(=O)(=O)N3CCCCCC3)cc2)=C(O)C1 do in these assays?
UHRF1 binding: -2; rCAG RNA binder: 1; NPR2 activator: -2; mABHD4 FP: 4; HTRA1 inh: -2; SIAE inh: -7; GC-A act: -2; MBD2 inh: -2; PRMT1 inh: 1; TCR CD3 inh: 2

What do the screens show for `CN(C)CCNCc1ccc(OC2CCCC2)cc1`?
UHRF1 binding: 3; rCAG RNA binder: -3; NPR2 activator: 1; mABHD4 FP: -8; HTRA1 inh: -2; SIAE inh: 3; GC-A act: -4; MBD2 inh: 7; PRMT1 inh: 4; TCR CD3 inh: -11

Results for COC(=O)c1sc(NC(=O)CSc2nc3cccnc3n2C2CCCCC2)nc1C ?
UHRF1 binding: -2; rCAG RNA binder: 1; NPR2 activator: 6; mABHD4 FP: -6; HTRA1 inh: -2; SIAE inh: 0; GC-A act: -6; MBD2 inh: -5; PRMT1 inh: -2; TCR CD3 inh: 9

What do the screens show for `CC(C)CN(C(=O)CC(C)c1ccccc1)c1c(N)n(Cc2ccccc2)c(=O)[nH]c1=O` (stereo not given)?
UHRF1 binding: 2; rCAG RNA binder: -5; NPR2 activator: -3; mABHD4 FP: 1; HTRA1 inh: 4; SIAE inh: 4; GC-A act: -3; MBD2 inh: 2; PRMT1 inh: 3; TCR CD3 inh: -4

Results for O=C(Nc1ccc(Br)cc1)C1CC=CCC1C(=O)OCC1CCCO1 (stereo not given) ?
UHRF1 binding: -3; rCAG RNA binder: 1; NPR2 activator: 6; mABHD4 FP: 4; HTRA1 inh: 5; SIAE inh: 16; GC-A act: 1; MBD2 inh: -1; PRMT1 inh: -3; TCR CD3 inh: 1

Results for CC(C)N1C(=S)SC(C)(C)C1n1oc(=O)n(-c2cccc(Cl)c2)c1=O (stereo not given) ?
UHRF1 binding: -2; rCAG RNA binder: -3; NPR2 activator: -4; mABHD4 FP: -5; HTRA1 inh: -3; SIAE inh: 2; GC-A act: -4; MBD2 inh: -1; PRMT1 inh: -5; TCR CD3 inh: 4

What do the screens show for `CC(C)(C)C(=O)Nc1ccc2oc(-c3cc(F)c(F)cc3Cl)nc2c1`?
UHRF1 binding: -1; rCAG RNA binder: -2; NPR2 activator: 0; mABHD4 FP: 0; HTRA1 inh: -12; SIAE inh: 2; GC-A act: 18; MBD2 inh: 3; PRMT1 inh: -2; TCR CD3 inh: -1

Results for CC(C)C[C@@H](CNCC(=O)[C@H](C)NC(=O)c1[nH]cnc1C(=O)N[C@H](CN)CC(C)C)NC(=O)c1nc[nH]c1C(=O)N[C@@H](C)C(=O)O ?
UHRF1 binding: 6; rCAG RNA binder: -2; NPR2 activator: -5; mABHD4 FP: 5; HTRA1 inh: 3; SIAE inh: 5; GC-A act: 5; MBD2 inh: 5; PRMT1 inh: 5; TCR CD3 inh: -8

How did CCOc1ccccc1NC1c2ccccc2C(=O)N1c1ccc(C)cn1 (stereo not given) do in these assays?
UHRF1 binding: 0; rCAG RNA binder: 1; NPR2 activator: -15; mABHD4 FP: 2; HTRA1 inh: -7; SIAE inh: 2; GC-A act: -18; MBD2 inh: -6; PRMT1 inh: -5; TCR CD3 inh: 8

How did Cn1sc(NC(=O)c2cccc(Cl)c2)nc1=O do in these assays?
UHRF1 binding: -2; rCAG RNA binder: 9; NPR2 activator: 1; mABHD4 FP: -2; HTRA1 inh: 2; SIAE inh: 2; GC-A act: 0; MBD2 inh: -1; PRMT1 inh: 1; TCR CD3 inh: 1

Results for Cc1ccccc1C(=O)N1CCC(C(=O)O)CC1 ?
UHRF1 binding: -3; rCAG RNA binder: 4; NPR2 activator: 6; mABHD4 FP: -1; HTRA1 inh: 6; SIAE inh: -2; GC-A act: 3; MBD2 inh: 1; PRMT1 inh: 1; TCR CD3 inh: -3

What do the screens show for `CCCOc1ccc(C(=O)N2CCCc3ccccc32)cc1`?
UHRF1 binding: 0; rCAG RNA binder: -9; NPR2 activator: 5; mABHD4 FP: -4; HTRA1 inh: -18; SIAE inh: 4; GC-A act: 0; MBD2 inh: 3; PRMT1 inh: -1; TCR CD3 inh: 2

Results for O=C(CN1C(=O)NC2(CCOc3ccccc32)C1=O)c1ccc(F)cc1 (stereo not given) ?
UHRF1 binding: -3; rCAG RNA binder: 9; NPR2 activator: 1; mABHD4 FP: -1; HTRA1 inh: -4; SIAE inh: 0; GC-A act: 7; MBD2 inh: -10; PRMT1 inh: -3; TCR CD3 inh: 19*

What do the screens show for `O=S(=O)(c1cccc(-n2cnnn2)c1)N1CCOCC1`?
UHRF1 binding: 0; rCAG RNA binder: 2; NPR2 activator: 4; mABHD4 FP: 0; HTRA1 inh: -2; SIAE inh: -1; GC-A act: 3; MBD2 inh: 1; PRMT1 inh: 1; TCR CD3 inh: 6

What do the screens show for `COc1cc(CNCc2ccccn2)ccc1OCc1ccccc1Cl`?
UHRF1 binding: 0; rCAG RNA binder: -6; NPR2 activator: -3; mABHD4 FP: 6; HTRA1 inh: 12; SIAE inh: 9; GC-A act: -20; MBD2 inh: 1; PRMT1 inh: -2; TCR CD3 inh: 0

Results for CCN(CC)S(=O)(=O)c1ccc(N2CCOCC2)c(NC(=O)CCC2CCCCC2)c1 ?
UHRF1 binding: 4; rCAG RNA binder: 1; NPR2 activator: 1; mABHD4 FP: 1; HTRA1 inh: -9; SIAE inh: -3; GC-A act: 8; MBD2 inh: 2; PRMT1 inh: 8; TCR CD3 inh: 1
